Compound activity (PubChem BioAssay)
Mtb BioA inh: BioA (M. tuberculosis) enzyme inhibition; purified M. tuberculosis BioA enzyme, plate reader; inhibition, % at 9.99 µM; 360,000 tested, 0.096% active; in the data active means inhibition above about 40%; inconclusive means no clear call, values can overlap the other calls
Mtb FBA inh: inhibitors of M. tuberculosis fructose-bisphosphate aldolase. P9WQA3. purified M. tuberculosis FBA, fluorescence read-out. inhibition, % at 1 µM. 360,000 tested, 2.3% active. AID 588726; in the data active means inhibition above about 27%;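 further: 0% = vehicle and 100% = reference inhibitor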
Target sequence (P9WQA3 whole entry, looked up): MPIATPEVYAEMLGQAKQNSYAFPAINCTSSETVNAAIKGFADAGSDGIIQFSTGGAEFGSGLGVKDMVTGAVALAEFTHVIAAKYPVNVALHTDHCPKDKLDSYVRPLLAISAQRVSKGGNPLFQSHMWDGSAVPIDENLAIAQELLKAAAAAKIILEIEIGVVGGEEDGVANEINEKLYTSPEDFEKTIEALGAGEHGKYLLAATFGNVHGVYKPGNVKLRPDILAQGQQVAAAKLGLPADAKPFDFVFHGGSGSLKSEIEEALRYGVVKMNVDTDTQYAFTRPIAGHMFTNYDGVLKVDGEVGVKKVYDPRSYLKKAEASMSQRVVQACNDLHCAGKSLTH
BoNT-F LC inh: inhibitors of Botulinum neurotoxin F light chain protease; 360,000 tested, 0.22% active; Multiplex microsphere protease cleavage assay, flow cytometry; AID 588497; inhibition, % at 10 µM; in the data active means inhibition above about 35%, passing the limit was not always enough; inconclusive means no clear call, values can overlap the other calls; further: plate controls were buffer without enzyme for full effect and enzyme alone for no effect
FadD28 binding: inhibitors of Mycobacterium tuberculosis FadD28 bisubstrate binding; FadD28 bisubstrate probe binding, fluorescence polarization; inhibition, % at 12.5 µM; 360,000 tested, 0.22% active; AID 588549; in the data active means inhibition above about 8.5%, passing the limit was not always enough; inconclusive means no clear call, values can overlap the other calls
Anthrax LF inh2: anthrax lethal factor protease inhibition. multiplex microsphere protease cleavage assay, LF. inhibition, % at 10 µM. 360,000 tested, 0.12% active; further: plate controls were buffer without enzyme for full effect and enzyme alone for no effect
PfHsp40 yeast: restores yeast growth despite PfHsp40 toxicity; S. cerevisiae expressing PfHsp40, growth rescue, ATP luminescence; growth rescue, % at 12.5 µM; 340,000 tested, 0.68% active; in the data active means growth rescue above about 28%, passing the limit was not always enough; inconclusive means no clear call, values can overlap the other calls;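 further: yeast W303a lacking pdr1 and pdr3 grown in galactose medium; growth measured after three days at 30 °C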
Mtb UGM inh: blocks M. tuberculosis UGM enzyme; purified UGM, fluorescence polarization probe displacement; inhibition, % at 10 µM; 320,000 tested, 0.06% active; in the data active means inhibition above about 10%, passing the limit was not always enough; inconclusive means no clear call, values can overlap the other calls
Target sequence (P9WIQ1 whole entry, looked up): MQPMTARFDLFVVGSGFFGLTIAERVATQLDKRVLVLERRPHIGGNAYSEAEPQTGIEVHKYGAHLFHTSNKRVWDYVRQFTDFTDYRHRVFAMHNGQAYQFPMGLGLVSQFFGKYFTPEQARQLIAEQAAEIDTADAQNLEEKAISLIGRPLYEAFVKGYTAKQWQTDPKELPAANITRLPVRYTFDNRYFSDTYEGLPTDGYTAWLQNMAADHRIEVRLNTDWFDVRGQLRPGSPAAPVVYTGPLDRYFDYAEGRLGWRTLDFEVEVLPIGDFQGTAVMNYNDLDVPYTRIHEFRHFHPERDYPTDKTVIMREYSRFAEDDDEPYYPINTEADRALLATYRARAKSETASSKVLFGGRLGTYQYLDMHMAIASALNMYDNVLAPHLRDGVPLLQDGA
BoNT A protease: inhibitors of Botulinum neurotoxin A light chain protease; multiplex microsphere protease substrate cleavage, flow cytometry; inhibition, % at 10 µM; 360,000 tested, 0.17% active; further: plate controls were buffer without enzyme for full effect and enzyme alone for no effect
GDH-TPI inh: GDH-TPI coupled enzyme inhibition counter-screen; GDH-TPI coupled enzyme counterscreen, NADH absorbance; inhibition, % at 4.8 µM; 360,000 tested, 1.2% active; in the data active means inhibition above about 30%;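 further: 0% = DMSO wells and 100% = wells lacking the enzyme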
* marks the source's active call; other numbers are inactive results; u = inconclusive; x = not tested or not shown. Unless noted, no stated cut-off is given here; in the data, active means inhibition above about 30%; inconclusive means no clear call, values can overlap the other calls; inactive means below that.

SMILES	Mtb BioA inh	Mtb FBA inh	BoNT-F LC inh	FadD28 binding	Anthrax LF inh2	PfHsp40 yeast	Mtb UGM inh	BoNT A protease	GDH-TPI inh
COC(=O)c1cccc(NC(=O)CN2CCc3ccccc3C2)c1	1.7	2	-11	-5.0	-5	-2.4	0.4	0.5	3
Cc1cccc(C(=O)Nc2scc(CC(C)C)c2C(=O)O)c1	1.5	-1	7	-1.6	6	0.8	2.9	2.5	12
CC(=O)c1ccc(S(=O)(=O)N2CCN(c3nc4c(C)c(C)ccc4cc3C#N)CC2)cc1	-1.5	5	-25	-1.7	1	1.7	-1.5	4.8	16
CCOC(=O)c1sc(=NC(=O)c2ccco2)n(C)c1C	x	1	-9	-3.3	3	-0.2	2.9	0.1	38*
O=C(NCC1COc2ccccc2O1)c1cc(S(=O)(=O)N2CCOCC2)ccc1F (configuration not stated)	-1.5	1	x	0.4	x	0.2	x	x	4
S=C1NC2(CCCCC2)Nc2ccccc21	x	16	-7	-2.7	-3	1.3	1.8	-1.0	0
COC(=O)/C(=C\Nc1cccc(Cl)c1C)c1ncc(C(F)(F)F)cc1Cl	x	1	-9	-1.9	1	0.9	1.5	-0.3	10
CC1CCCCC1NC(=O)CCCn1c(=S)[nH]c2ccccc2c1=O (configuration not stated)	x	3	0	-1.3	1	-0.6	-0.2	-0.2	6
CN1/C(=C\P(=O)(N(C)C)N(C)C)C(C)(C)c2ccccc21	-5.4	4	-2	-11	-1	-1.1	-5.5	1.5	14
O=C(COc1ccccc1)N1CCN(c2ccccc2)CC1	8.8	5	-3	-2.6	0	0.7	-0.1	0.0	-5
CC(C)C[C@@H](CN)NC(=O)c1nc[nH]c1C(=O)N[C@@H](Cc1c[nH]c2ccccc12)C(=O)CNC[C@H](C)NC(=O)c1nc[nH]c1C(=O)N[C@@H](C)C(=O)O	0.4	1	2	-3.3	2	0.1	x	1.0	-1
Cc1ccc(N2CC(C(=O)Nc3ccc(S(=O)(=O)Nc4nccs4)cc3)CC2=O)cc1C (configuration not stated)	0.6	-1	-15	1.2	1	0.2	2.5	-2.8	-3
CN(CC(=O)Nc1ccc(N2CCOCC2)cc1)C(=O)CSc1ccc(Br)cc1	-0.2	2	1	-0.7	1	-1.3	1.8	-0.9	19
O=CN1CCN(C(=O)c2cccc([N+](=O)[O-])c2)CC1	0.0	-1	u	-1.5	0	-2.1	-2.7	-0.4	6
Cc1ccc(CSCC(=O)NCCc2ccccc2)cc1	-0.1	-2	-4	-3.0	-4	3.0	1.1	0.5	0
O=C(Nc1ccc2c(c1)OCO2)c1cc(C2CCCN(C(=O)CCc3ccccc3)C2)on1 (configuration not stated)	-1.0	0	2	-3.9	0	x	x	-0.3	-4
O=C(NC1CCCCC1)C(c1ccc(F)cc1)N(Cc1ccco1)C(=O)c1ccccn1 (configuration not stated)	x	7	-2	-1.3	-6	0.0	0.0	-1.6	3
O=C(O)COc1ccccc1/C=N/NC(=O)CSc1nc2ccccc2s1	-0.5	2	-1	-1.6	-6	-0.7	2.6	1.1	21
Nc1c(C(=O)NCC2CCCO2)c2nc3ccccc3nc2n1-c1ccccc1 (configuration not stated)	-1.6	108*	14	-0.9	7	0.6	-0.4	11	8
CCOc1ccc2oc(C(=O)OCC(=O)NCc3ccc(OC)cc3)c(C)c2c1	-4.7	11	5	-3.2	-9	-0.6	1.2	-0.7	0

Laid out differently: 2 of the compounds above.
SMILES: CC(C)C[C@@H](CN)NC(=O)c1nc[nH]c1C(=O)N[C@@H](Cc1c[nH]c2ccccc12)C(=O)CNC[C@H](C)NC(=O)c1nc[nH]c1C(=O)N[C@@H](C)C(=O)O
- Mtb BioA inh = 0.4
- Mtb FBA inh = 1
- BoNT-F LC inh = 2
- FadD28 binding = -3.3
- Anthrax LF inh2 = 2
- PfHsp40 yeast = 0.1
- Mtb UGM inh = x
- BoNT A protease = 1.0
- GDH-TPI inh = -1
SMILES: COC(=O)/C(=C\Nc1cccc(Cl)c1C)c1ncc(C(F)(F)F)cc1Cl
- Mtb BioA inh = x
- Mtb FBA inh = 1
- BoNT-F LC inh = -9
- FadD28 binding = -1.9
- Anthrax LF inh2 = 1
- PfHsp40 yeast = 0.9
- Mtb UGM inh = 1.5
- BoNT A protease = -0.3
- GDH-TPI inh = 10

(list continues)
SMILES	Mtb BioA inh	Mtb FBA inh	BoNT-F LC inh	FadD28 binding	Anthrax LF inh2	PfHsp40 yeast	Mtb UGM inh	BoNT A protease	GDH-TPI inh
O=C(NCCCN1CCCC1=O)c1ccccc1NS(=O)(=O)c1ccc(Br)cc1	0.2	2	-1	0.7	-1	-1.0	0.5	-0.6	2
CSC1=NCCN1C(=O)c1ccco1	-0.3	-1	-6	-4.5	-7	-1.3	-1.5	-0.4	-10
COc1ccc(C(=O)N2CCC(C(=O)N3CCN(c4ccc(OC)cc4)CC3)CC2)cc1	-1.8	3	-5	-2.6	-2	0.2	-1.0	-1.8	5
COc1cc(N2CCCC2)c(OC)cc1/C=C(/C#N)c1ccc(F)cc1	-3.8	-6	35*	-2.1	-6	-1.6	4.0	1.1	-3
Cc1ccc(N2C(=O)C3Sc4[nH]c(=O)sc4C(c4ccccc4)C3C2=O)cc1 (configuration not stated)	1.5	2	0	-0.3	3	1.1	6.0	0.2	-5
O=C(OC(C(=O)NC1CCCC1)c1ccncc1)C1=Cc2ccccc2OC1 (configuration not stated)	0.8	0	19	-2.4	-2	0.4	1.0	3.1	17
Cc1ccc(S(=O)(=O)NCCC(=O)N2CC(C)OC(C)C2)cc1C (configuration not stated)	x	5	12	-3.3	0	-0.8	2.5	5.1	1
CCCc1nc2c(=O)n(C)c(=O)[nH]c2n1CCC	0.9	8	-5	-0.8	-4	-0.6	0.9	-0.5	1
O=C1CCN(C(=O)/C=C/c2ccccc2)c2ccccc21	x	0	3	-2.7	4	0.2	-1.9	-1.6	-3
COc1ccccc1NC(=S)NCc1ccc2c(c1)OCO2	4.3	-1	0	-3.9	0	-0.3	-1.0	-0.7	-4
O=C(CSc1nnc(NC(=O)c2ccccc2C(=O)O)s1)Nc1ccccc1Cl	x	3	13	-0.9	0	1.3	-1.6	0.8	7
Cc1nn(C)c(C)c1C(C)NC(=O)c1ccc(OC2CCN(Cc3ccccn3)CC2)cc1 (configuration not stated)	-0.1	2	-11	0.1	-1	-0.8	2.6	-4.8	11
O=C1NC2(CCCCC2)OC12CCCCC2	x	-1	-2	-3.3	-18	-2.4	x	-0.1	-5
CCN(c1ccc(C)cc1C)S(=O)(=O)c1nnc(NC(=O)c2ccco2)s1	-0.8	7	5	-12	0	6.9	-2.0	0.8	27
Cn1nnc(C(O)CN2CCOCC2)n1 (configuration not stated)	-1.4	-3	1	1.5	-3	0.4	-2.5	0.1	4
Cc1nn(C)cc1/C=C1/CC2C3CC=C4CC(O)CCC4(C)C3CCC2(C)C1=O (configuration not stated)	1.0	-2	-29	-0.1	-6	0.2	1.4	-2.8	4
COc1ccc(S(=O)(=O)N2CCN(C(=O)c3cccc(Cl)c3)CC2)cc1	-1.3	4	11	-0.9	-4	-1.2	3.3	0.4	6
O=C(O)c1ccc(Cl)c(S(=O)(=O)Nc2ccccc2C(=O)Nc2ccc(Cl)cc2)c1	0.3	1	5	1.3	-3	0.4	6.6	1.1	6
Nc1nc2n(n1)C(c1ccco1)CC(c1ccc(Cl)cc1Cl)N2 (configuration not stated)	x	6	-17	-0.1	0	-2.0	-0.9	-2.2	8
COCc1nnc(NC(=O)c2ccc(S(=O)(=O)N(C)c3ccccc3)cc2)o1	0.0	-3	-10	-0.2	-3	1.8	-0.2	-1.5	-5
O=C(NCc1ccccc1)C(c1ccncc1)N(C(=O)c1csnn1)c1ccccc1F (configuration not stated)	1.0	-2	2	0.6	2	-0.1	-3.0	-4.5	-3
Cc1cccc(OCCCn2c(CO)nc3ccccc32)c1	-2.1	0	1	-6.1	-2	1.1	0.7	-1.1	-7
COc1cccc(NC(=O)CN2C(=O)NC3(CCCCCC3)C2=O)c1	-1.8	2	-8	1.0	-2	-1.1	-2.5	0.1	5
O=C(Nc1cccc2c1C(=O)NC2=O)c1ccc(N2C(=O)CCC2=O)cc1	x	11	-3	-1.4	1	-1.6	0.0	-0.2	2
CCCc1cc(Nc2cccc(OC)c2)n2ncnc2n1	0.6	0	1	-1.4	2	-0.7	-1.3	1.7	5
Cc1nn(CC(=O)Nc2cccc(Cl)c2)c(=O)c2cc(-c3ccccc3)nn12	x	-2	5	-0.7	1	-0.3	-0.4	0.9	3
O=C(N/N=C/c1ccc(OCC(=O)N2CCCC2)cc1)C(=O)NC1CC1	-0.3	0	2	-2.7	0	-0.2	0.6	1.5	16
O=C(CN1C(=O)S/C(=C\c2ccccc2)C1=O)Nc1cc([N+](=O)[O-])ccc1O	7.6	-7	8	18*	-21	1.7	-0.5	1.7	28
CC(=O)C[C@H](O)CC(=O)[C@H]1OC(=O)CCCCCCCc2ccccc21	0.3	1	0	1.3	9	-2.0	-0.1	0.6	6
COCCn1c(Sc2ccccc2)nc2c1c(=O)[nH]c(=O)n2C	-0.8	2	-5	-0.5	3	-1.3	1.8	0.5	0
CCOC(=O)C1CCN(S(=O)(=O)CCNC(=O)c2ccccc2)CC1	-1.0	-3	x	-1.6	x	-1.2	3.7	x	10
Cc1ccc(-n2c(SCC(=O)c3c(N)n(C)c(=O)n(C)c3=O)nc3sc4c(c3c2=O)CCCC4)c(C)c1	x	1	6	-0.6	0	1.7	-1.2	0.7	21
OCCN1CCN(c2nc(-c3ccccc3)nc3c2oc2ccccc23)CC1	0.5	0	0	-2.0	-7	-0.2	-0.4	-0.9	8
N#Cc1c(NC(=O)c2ccccc2Cl)n(Cc2ccccc2)c2nc3ccccc3nc12	x	35*	1	-3.2	9	-0.4	1.6	31*	7
CCCS(=O)(=O)N1CCCC(C(=O)Oc2ccccc2Cl)C1 (configuration not stated)	-0.2	0	14	-1.3	4	-1.7	0.8	1.8	1
O=C(O)c1ccc2c(c1)C(=O)N([C@H](Cc1cccc3ccccc13)C(=O)O)C2=O	2.4	-2	-1	-3.1	4	x	x	-0.1	3
CCCCSc1nc2c(c(=O)[nH]1)CCC2	1.1	3	-6	-0.6	1	0.8	1.3	0.8	3
O=C(Cn1cnc2c(nnn2Cc2ccc(F)cc2)c1=O)NC1CCCC1	-6.4	0	4	-3.0	0	-0.2	-0.4	2.6	0
O=C(Cn1ncc2c3ccccc3n(Cc3ccccc3)c2c1=O)NCCN1CCOCC1	0.8	9	-3	0.4	1	-0.3	-2.1	-0.8	6
Cc1csc(NC(C)c2nc3cc(Cl)c(Cl)cc3n2CCCO)n1 (configuration not stated)	1.6	4	1	-1.1	-8	1.5	0.6	-0.7	7
Cc1cccc(NC(=O)NC2CC(=O)N(c3ccc4c(c3)OCCO4)C2)n1 (configuration not stated)	-1.8	5	3	1.0	-3	1.7	-0.6	-0.6	8
CC(C)Oc1ccc(CC(=O)NNC(=S)Nc2ccccc2)cc1	0.3	1	1	-2.5	0	12	-1.0	0.7	4
Clc1ccc(-c2nc3nc4ccccc4nc3n2Cc2ccco2)cc1	0.9	16	-2	-3.3	-2	0.3	-0.5	1.2	23
Cc1c(C(=O)Nc2ccc3c(c2)CCC3)cccc1[N+](=O)[O-]	-0.3	-3	5	-2.0	-5	2.8	5.8	-0.6	9
COc1ccc(CC2=NCCc3cc(OC)c(OC)cc32)cc1OC	9.3	94*	-4	-1.0	7	x	x	-0.7	17
Oc1ccc(/C=N/Nc2nc(-c3ccccc3F)nc3ccccc23)c(O)c1	x	-6	-2	-1.8	-2	u	-1.9	0.7	15
O=C(/C=C/c1ccc2c(c1)OCO2)c1ccc(O)cc1O	-3.0	-10	-6	0.1	-5	-0.8	x	0.0	40*
CCN(CC)CCNC(=O)c1ccc(NS(=O)(=O)c2ccc3c(c2)OCCO3)cc1	x	-3	-3	-3.7	2	0.4	-1.9	0.1	-12
Cc1cc(C)n2nc(C(=O)OCC(=O)Nc3ccc(C)c(S(=O)(=O)N(C)C)c3)nc2n1	1.2	1	x	-0.2	x	2.6	-0.8	x	-3
